# High-throughput results from PubChem BioAssay.
# LDHA inh: qHTS assay for inhibitors of human lactate dehydrogenase. L-lactate dehydrogenase A chain (Homo sapiens), P00338. activity change, % (values are at about 110 or 230 µM). 480,000 compounds, 0.15% hits. purified LDHA, NADH/diaphorase-resazurin fluorescence; active compounds read low; in the data active = activity change below about -30%; inconclusive = mostly about -25% to -30%;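 note: plate controls were DMSO wells for no effect and wells without enzyme for full effect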
#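 Resorufin fluorescence (ex540/em590), read at 0 and 20 min after diaphorase/resazurin addition, reports the NADH left after a 5 min room-temperature reaction of 2 nM human LDH5 with 0.06 mM NADH and 0.2 mM pyruvate.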
# PI4K2A block: qHTS for small molecular inhibitors of PI4K2A | Phosphatidylinositol 4-kinase type 2-alpha (Homo sapiens), Q9BTU6 | purified PI4K2A, ADP-Glo luminescence, 1 h; active compounds read low | activity change, negative = inhibition, % at 76.9 µM | 420,000 compounds, 0.13% hits | AID 1346378, 2018; in the data active = activity change below about -50%; inconclusive = mostly about -30% to -49%;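 note: -100% = wells without enzyme as full effect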
#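 In this quantitative HTS, ADP production by PI4K2A was quantified luminescently after 1 h at ambient temperature; 100 microM adenosine served as plate-quality control.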
# Vif-APOBEC3G blk: qHTS for Inhibitors of Vif-A3G Interactions: qHTS | Potency, µM (series often up to 46.1 µM), for the others: top-dose activity, negative = active, usual class: inhibitors | HeLa A3G-eYFP + Vif (tagged APOBEC3G with the HIV-1 protein that degrades it), YFP fluorescence, overnight | DNA dC->dU-editing enzyme APOBEC-3G (Homo sapiens), Q9HC16 | AID 602310, 2012 | 410,000 compounds, 0.076% hits;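 note: potency is the fitted concentration of half-maximal effect; % is set by controls: 0 for no effect and ±100 for the full control effect; nearly all actives have a fitted effect of over 60% in size; hits raise eYFP signal because A3G escapes Vif-driven loss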
#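 Read-out is eYFP fluorescence (Ex 488/Em 500-530) from Vif-expressing HeLa A3G-eYFP cells; more signal means A3G escaped Vif-mediated degradation. Cells plated overnight, compound pinned in, incubated overnight at 37 deg C.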
# GRP78 ERSR act: qHTS for Inducers of the Endoplasmic Reticulum Stress Response (ERSR) in Human Glioma: qHTS | U87-MG GRP78 promoter luciferase reporter, 16 h | Potency, µM, for inactives: top-dose activation, hits mostly activators | 420,000 compounds, 0.02% hits | AID 602332, 2012; note: potency is the fitted concentration of half-maximal effect; series mostly up to about 76 µM; % of control where 0% means no effect; nearly all actives have a fitted effect of over 35% in size
#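 Stably transfected U87-MG glioma cells carrying a GRP78-based luciferase sensor; 16 h compound incubation. Luminescence end-point read 10 min after Bright-Glo addition at room temperature.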
# IDH1 R132H inh: qHTS for Inhibitors of mutant isocitrate dehydrogenase 1 (IDH1): qHTS; Isocitrate dehydrogenase [NADP] cytoplasmic (Homo sapiens), O75874; IDH1-R132H enzyme, NADPH consumption, diaphorase/resazurin fluorescence; Potency, µM (titrated, usually from 76.6 µM), for the others: at the highest dose activity change, negative = inhibition, actives largely listed as inhibitors; 390,000 compounds, 0.093% hits; note: potency is the fitted concentration of half-maximal effect; % is set by controls: 0 for no effect and ±100 for the full control effect; nearly all actives have a fitted effect of over 65% in size
#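 IDH1-R132H (0.5 ug/mL) preincubated 30 min with compound, then NADPH (0.016 mM) and alpha-KG (2 mM) added; 80 min at RT, pH 7.5. Remaining NADPH coupled via diaphorase/resazurin to fluorescence (540/590 nm); concentration-response curves normalized to no-enzyme control.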
# Vif-APOBEC3F blk: qHTS for Inhibitors of Vif-A3F Interactions: qHTS. Potency, µM (titrated, usually from 46.1 µM), for the others: top-dose activity, negative = active. 390,000 compounds, 0.2% hits. AID 602313, 2012. HeLa A3F-eYFP + Vif (tagged APOBEC3F with the HIV-1 protein that degrades it), YFP fluorescence increase; note: potency is the fitted concentration of half-maximal effect; % of control where 0% means no effect; nearly all actives have a fitted effect of over 65% in size
#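 HeLa cells stably expressing A3F-eYFP plus Vif, plated and incubated overnight at 37 deg C, then exposed to compounds overnight at 37 deg C. Blocked degradation read as raised yellow fluorescence (Ex 488/Em 500-530).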
# RXFP1 agonist: qHTS Assay for Agonists of the Relaxin Receptor RXFP1. Relaxin receptor 1 (Homo sapiens), Q9HBX9. HEK293T-RXFP1 cAMP TR-FRET, 30 min; response scale: percent of porcine relaxin response, buffer zero. Potency, µM (series often up to 57.5 µM), for the others: at the top dose activation, actives largely listed as activators. 370,000 compounds, 0.3% hits. AID 2676, 2010; note: potency is the fitted concentration of half-maximal effect; % is set by controls: 0 for no effect and ±100 for the full control effect; nearly all actives have a fitted effect of over 60% in size; many of its hits are not listed in these tables
#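 HEK293T cells stably expressing RXFP1 were pretreated with the PDE4 inhibitor Ro 20174, exposed to compounds for 30 min at 37C, lysed, and cAMP was read by TR-FRET. Data normalized to buffer (basal) and 29 nM porcine relaxin (100%).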
# USP1-UAF1 inh: Inhibitors of USP1/UAF1: Primary Screen. Ubiquitin carboxyl-terminal hydrolase 1 (Homo sapiens), O94782. recombinant USP1/UAF1, Ub-Rhodamine cleavage fluorescence. Potency, µM (doses to about 57.1 µM), for inactives: at the highest dose activity change, negative = inhibition, usual class: inhibitors. 390,000 compounds, 0.23% hits; note: potency is the fitted concentration of half-maximal effect; % is set by controls: 0 for no effect and ±100 for the full control effect; nearly all actives have a fitted effect of over 60% in size; inactives centre near -12
# Target sequence (O94782 whole entry, looked up): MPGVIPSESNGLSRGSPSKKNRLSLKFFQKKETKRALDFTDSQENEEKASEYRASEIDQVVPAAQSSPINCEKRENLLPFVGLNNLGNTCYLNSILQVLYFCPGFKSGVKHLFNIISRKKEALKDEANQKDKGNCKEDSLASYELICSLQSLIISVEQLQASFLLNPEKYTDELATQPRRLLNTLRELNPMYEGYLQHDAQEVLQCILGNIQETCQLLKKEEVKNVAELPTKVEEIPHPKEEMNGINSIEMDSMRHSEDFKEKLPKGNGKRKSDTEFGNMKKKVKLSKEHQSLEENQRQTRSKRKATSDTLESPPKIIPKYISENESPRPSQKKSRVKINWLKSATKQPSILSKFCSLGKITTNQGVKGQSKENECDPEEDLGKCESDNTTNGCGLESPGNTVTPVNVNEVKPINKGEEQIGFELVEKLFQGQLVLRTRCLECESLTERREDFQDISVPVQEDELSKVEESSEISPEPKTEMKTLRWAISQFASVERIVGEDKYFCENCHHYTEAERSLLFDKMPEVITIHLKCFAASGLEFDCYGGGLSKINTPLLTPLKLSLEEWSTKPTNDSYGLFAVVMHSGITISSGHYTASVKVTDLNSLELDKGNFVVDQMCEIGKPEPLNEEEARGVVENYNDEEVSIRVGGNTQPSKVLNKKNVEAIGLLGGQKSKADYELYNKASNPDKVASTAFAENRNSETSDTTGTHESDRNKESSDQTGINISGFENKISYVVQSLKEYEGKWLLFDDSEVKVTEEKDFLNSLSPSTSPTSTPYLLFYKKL
#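 In this screen, compounds sit with the deubiquitinase complex (1nM) for 15 min at room temperature before Ub-Rho is added at 150nM final. Fluorescence rise is then followed for 6 reads every 60 seconds.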
# TrxR1 substrate: qHTS Assay for Substrates of Mammalian Selenoprotein Thioredoxin Reductase 1 (TrxR1): qHTS | Thioredoxin reductase 1, cytoplasmic (Rattus norvegicus), O89049 | purified TrxR1 substrate turnover, NADPH consumption readout | Potency, µM (top dose mostly 114 µM), for the others: at the highest dose activity change, negative = substrate turnover | 390,000 compounds, 0.01% hits; note: potency is the fitted concentration of half-maximal effect; % is set by controls: 0 for no effect and ±100 for the full control effect; nearly all actives have a fitted effect of over 50% in size
#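 Rat TrxR1, dispensed at 90 nM, was prereduced with 400 uM NADPH (final) for 5 min at ~22 deg C, then incubated with compound 15 min before 400 uM selenite. A first-read NADPH fluorescence drop versus no-compound background flagged substrates.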
# * = called active by the depositor; ? = inconclusive; . = no result given; & = joins results of further samples; [ ] = dose if it differs, or a comment. Unless noted, calls come from the whole dose curve; as a rule, active = well fitted curve in the direction sought with a large enough effect; inconclusive = small, poorly fitted or top-dose-only effect, or another doubt; inactive = no such curve, though single readings can be large; an effect the other way counts as inactive or inconclusive.
canonical_smiles | IDH1 R132H inh | USP1-UAF1 inh | Vif-APOBEC3G blk | Vif-APOBEC3F blk | PI4K2A block | GRP78 ERSR act | TrxR1 substrate | RXFP1 agonist | LDHA inh
CCCCCC1CC(CC(=O)NC(=S)Nc2ccccc2Cl)C(=O)O1 (configuration not stated) | -3% | ? | 1% | -5% | 3 | -4% | 3%[57.1 µM] | 3.7% | -2
COc1ccc(S(=O)(=O)N2CCN(C(=O)c3cc(C)nc4ccccc34)CC2)cc1OC | -5% | -11% | 3% | 1% | -2 | 4% | -5% | . | -19
COc1ccc(S(=O)(=O)N(CC(=O)N2CCN(C)CC2)c2ccccc2)cc1OC | 4% | -5% | -11% | 3% | -6 | -2% | -6% | 0.5% | -6
CC(C)CNC(=S)NC(=O)c1ccc([N+](=O)[O-])cc1 | 4% | -17% | -8% | -1% | -6 | 1% | -4% | 0.5% | 6
O=C(N[C@@H](Cc1ccc(Br)cc1)C(=O)O)OCC1c2ccccc2-c2ccccc21 | 24% | -24% | -2% | 4% | -1 | -5% | 1% | 2.3% | -5
CCOC(=O)c1c(NS(=O)(=O)c2cccc(OC)c2)sc2c1CCC2 | -3% | -18% | 0% | 0% | 0 | -3% | 4% | -0.4% | -1
O=c1[nH]c(C(F)(F)F)nc2c1nc1n2CCC1 | 4% | 0% | 5% | -21% | 1 | 2% | . | . | -8
C=CCC1CCCC(=O)N2CC[C@H](O)C12 (some centres not stated) | 6% | -26% | -3% | 5% | -1 | -5%&-1% | 0% | -0.7% | 1
O=C(c1ccccc1)N1CCSC1=S | -1% | 2% | -9% | 2% | 25 | -5% | 2% | 2.4% | -4
Cn1c(SCC(=O)c2ccccc2)nnc1-c1ccc(O)cc1 | 10% | -21% | -2% | -31% | -4 | 7% | 5% | 1.4% | -1
CCn1cc(C2=NOC(C(=O)O)C2)c(C)n1 (configuration not stated) | 5% | -3% | -2% | -8% | -4 | -5% | 7% | 2.0% | -1
c1ccc(CCNc2nc(-c3ccccn3)cs2)cc1 | -8% | -22% | -2% | ? | 4 | 6% | 8% | -0.3% | 0
CNc1ccc(/C=C2\C=Cc3ccccc32)cc1Cl | . | . | -23% | . | . | 0% | -10% | . | 3
Cc1c(NC(=O)CSCc2c(F)cccc2Cl)c(=O)n(-c2ccccc2)n1C | -6% | -25% | 0% | -1% | -1 | -2% | 5% | 0.1% | -4
CC12CCC(=O)N1C(C(=O)NNC(=O)c1ccccc1)CS2 (configuration not stated) | 5% | -19% | 3% | 2% | -2 | -6% | -8% | 0.3% | -2
O=C(CC(C(=O)O)C1CCCO1)NCCc1ccc2c(c1)OCO2 (configuration not stated) | -3% | -5% | 2% | 7% | -3 | -1% | 0% | 1.3% | 1
Cc1occc1-c1nnc(SCC(=O)Nc2nc(-c3ccccc3)cs2)o1 | -2% | -14% | -4% | -13% | 6 | 0% | 14% | 0.9% | 0
O=C(Nc1nc(-c2cc(F)ccc2F)cs1)c1ccccn1 | -4% | -15% | 2% | -13% | -3 | 2% | 9%[57.1 µM] | 0.8% | 0
CC1CCN(C(=O)/C=C/c2ccc(C(C)(C)C)cc2)CC1 | 4% | -27% | 0% | -8% | -5 | -1% | -14% | 0.2% | 1
O=C(Nc1ccc2c(c1)C(=O)c1ccccc1-2)c1ccccc1 | 0% | ? | 1% | 2% | -13 | 8% | 3% | . | -2
CS(=O)(=O)c1ccc(Cl)c(NC(=O)c2cccc(-n3cnnn3)c2)c1 | 14% | -14% | -3% | 10% | 3 | -12% | -10% | 1.1% | -4
O=S(=O)(c1ccccc1)c1nc(-c2ccccc2)oc1N1CCCCC1 | 1% | -8% | -1% | -5% | 4 | -2% | 3% | 1.2% | -3
CC(C)(C)c1nn2cnnc2n(/N=C/c2cccc3ccccc23)c1=O | 3% | -1% | -8% | -17% | -7 | -4% | -22% | 0.7% | 2
CCCCCCSc1nnc(-c2cnn(-c3ccccc3)c2-n2cccc2)n1C | 8% | -15% | 3% | -2% | 2 | 12% | 1% | -3.0% | 0
CCOC(=O)C1(CC2CCCCO2)CCN(Cc2c(C)cc(C)cc2-n2cccn2)CC1 (configuration not stated) | -1% | -12% | 3% | -4% | -1 | -1% | -2% | -1.8% | 1
Cc1ccc(-c2cc(C(=O)O)n(-c3ccc(S(N)(=O)=O)cc3)n2)cc1 | 6% | -8% | -3% | -1% | 4 | -6% | 1% | -0.7% | -8
N#Cc1ccccc1-n1c(N)c(C(=O)N2CCCC2)sc1=S | 11% | -6% | 1% | 0% | 2 | -3% | -16% | 0.8% | 0
CCOc1ccc(CCNC(=O)COC(=O)Cc2ccc(F)cc2)cc1OCC | -9% | -7% | 1% | -3% | 1 | 0% | 0% | -0.4% | -4
O=C(NC(=S)NCC1CCCO1)c1ccccc1[N+](=O)[O-] (configuration not stated) | 13% | -25% | 0% | -2% | -4 | 1% | 7%[57.1 µM] | 0.4% | -14
COCCC(=O)N1CCCC(CNS(=O)(=O)c2ccc(OC)cc2)C1 (configuration not stated) | 12% | 1% | 0% | -2% | -3 | -1% | 1% | 0.8% | -7

# Random excerpt: 2 entries already listed.
canonical_smiles | IDH1 R132H inh | USP1-UAF1 inh | Vif-APOBEC3G blk | Vif-APOBEC3F blk | PI4K2A block | GRP78 ERSR act | TrxR1 substrate | RXFP1 agonist | LDHA inh
COCCC(=O)N1CCCC(CNS(=O)(=O)c2ccc(OC)cc2)C1 (configuration not stated) | 12% | 1% | 0% | -2% | -3 | -1% | 1% | 0.8% | -7
CC1CCN(C(=O)/C=C/c2ccc(C(C)(C)C)cc2)CC1 | 4% | -27% | 0% | -8% | -5 | -1% | -14% | 0.2% | 1

# Next part.
canonical_smiles | IDH1 R132H inh | USP1-UAF1 inh | Vif-APOBEC3G blk | Vif-APOBEC3F blk | PI4K2A block | GRP78 ERSR act | TrxR1 substrate | RXFP1 agonist | LDHA inh
O=C(NNc1cc(N2CCOCC2)nc(N2CCOCC2)n1)c1ccc([N+](=O)[O-])cc1 | 9% | 32µM* | -2% | 11% | ? | -3% | -18%[57.1 µM] | 0.7% | 35
O=C(Cc1ccc(NC(=O)C2CCCN(C(=O)C3CCCC3)C2)cc1)Nc1ccc(C(=O)N2CCOCC2)cc1 (configuration not stated) | -15% | -2% | 2% | 3% | -1 | 2% | -10% | . | 0
O=c1cc(-c2ccccc2)nc(Sc2ccc([N+](=O)[O-])cc2[N+](=O)[O-])[nH]1 | -4% | -13% | -11% | 6% | 21 | 4% | 7%[11.4 µM] | . | 0
COc1ccc(SCCCn2c(=O)c3c(ncn3C)n(C)c2=O)cc1 | 0% | -2% | 0% | 1% | 5 | -3% | 0% | 12% | 0
CN(C)/C=C1\Oc2ccc3ccccc3c2C1=O | 3% | -12% | -2% | 3% | 0 | -3% | 25%[57.1 µM] | 1.4% | -4
CCC(C)(C)NC(=O)c1cc([N+](=O)[O-])ccc1N1CCOCC1 | 4% | -4% | -12% | 6% | 6 | -4% | -5% | 0.2% | -6
Cc1ccc(Oc2nc(-c3ccccc3)ncc2S(C)(=O)=O)cc1 | 3% | -3% | -3% | -1% | -11 | 2% | 8% | 6.0% | -4
O=S(=O)(NCc1ccc(Cl)cc1)c1ccc2[nH]c3c(c2c1)CCCC3 | -3% | -18% | -15% | 0% | -1 | -4% | -7% | -0.7% | 6
COc1ccc(-c2cc3ccccc3n2CC(O)Cn2nc(C)cc2C)cc1 (configuration not stated) | 5% | -20% | -1% | 4% | -12 | -2% | 24% | -0.5% | 4
O=C1c2ccccc2C(=O)c2cc(N3CCCCC3)ccc21 | 0% | 2% | ? | ? | ? | -7% | -10% | . | 11
Cc1ccnc(NC(=O)CCC(=O)c2cc(C)sc2C)c1 | -4% | -19% | -4% | ? | 0 | 0% | 8% | 1.0% | -6
Cc1cc(C)c(S(=O)(=O)Nc2ccc(-c3ccc(N4CCCCCC4)nn3)cc2)cc1C | -15% | ? | 5% | 1% | 4 | 4% | -4%[57.1 µM] | 0.0% | -2
CCN(CC)CCCNC(=O)CSc1nc2nc(C)c(Cc3c(F)cccc3Cl)c(C)n2n1 | 0% | ? | 2% | -6% | -5 | -1% | 4% | 8.7% | 1
O=C(CN1C(=O)c2ccccc2C1=O)OCC(=O)N1CCc2ccccc2C1 | 12% | -21% | 0% | -13% | 6 | -1% | 7% | 2.0% | 2

# USP1-UAF1 inh, entries above that show a hit
smiles,USP1-UAF1 inh,Vif-APOBEC3G blk,Vif-APOBEC3F blk,PI4K2A block,GRP78 ERSR act,TrxR1 substrate,LDHA inh
O=C(NNc1cc(N2CCOCC2)nc(N2CCOCC2)n1)c1ccc([N+](=O)[O-])cc1,32µM*,-2%,11%,?,-3%,-18%[57.1 µM],35

# These rows are one share of the data; the hit share may differ from the screen's.
